ERG Ets-DNA blk – blocks human ERG Ets domain binding to DNA. P11308. fluorescence polarization, His-ERG Ets domain / labelled DNA. Potency, µM (top dose mostly 76.9 µM), for inactives: at the top dose FP activity, negative = inhibition, most hits filed as inhibitors. 370,000 tested, 0.028% active. AID 624246; active = well fitted inhibition curve with a large enough effect in the polarisation, with a control signal flat; inconclusive = small, poorly fitted or top-dose-only effect, or effect the other way, or a change in a side signal; inactive = no such curve, though single readings can be large or run the other way; the % refers to the polarisation;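 also: polarization taken with two DNA probes labelled with fluorescein and Texas red; potency is read from the fitted curve at half-maximal effect; % of control where 0% means no effect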
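His-tagged ERG Ets domain (1 uM in the protein solution; 300mM KCl, 50mM Tris-HCl, 1mM EDTA, 1mM DTT, pH 7.5) received compound, then a probe mix of 5 nM fluorescein-DNA and 100nM Texas-615-DNA. Fluorescence polarization was read for both dyes.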
ALOX12 inh – ALOX12 (human) lipoxygenase inhibition | P18054 | purified 12hLO, xylenol orange hydroperoxide absorbance | Potency, µM (doses to about 108 µM), without a hit: at the top dose activity change, negative = inhibition, actives largely listed as inhibitors | 580,000 tested, 1.1% active | AID 1671190; also: potency is read from the fitted curve at half-maximal effect; % is scaled to controls: 0 for no effect and ±100 for the full control effect
Target sequence (P18054 whole entry, looked up): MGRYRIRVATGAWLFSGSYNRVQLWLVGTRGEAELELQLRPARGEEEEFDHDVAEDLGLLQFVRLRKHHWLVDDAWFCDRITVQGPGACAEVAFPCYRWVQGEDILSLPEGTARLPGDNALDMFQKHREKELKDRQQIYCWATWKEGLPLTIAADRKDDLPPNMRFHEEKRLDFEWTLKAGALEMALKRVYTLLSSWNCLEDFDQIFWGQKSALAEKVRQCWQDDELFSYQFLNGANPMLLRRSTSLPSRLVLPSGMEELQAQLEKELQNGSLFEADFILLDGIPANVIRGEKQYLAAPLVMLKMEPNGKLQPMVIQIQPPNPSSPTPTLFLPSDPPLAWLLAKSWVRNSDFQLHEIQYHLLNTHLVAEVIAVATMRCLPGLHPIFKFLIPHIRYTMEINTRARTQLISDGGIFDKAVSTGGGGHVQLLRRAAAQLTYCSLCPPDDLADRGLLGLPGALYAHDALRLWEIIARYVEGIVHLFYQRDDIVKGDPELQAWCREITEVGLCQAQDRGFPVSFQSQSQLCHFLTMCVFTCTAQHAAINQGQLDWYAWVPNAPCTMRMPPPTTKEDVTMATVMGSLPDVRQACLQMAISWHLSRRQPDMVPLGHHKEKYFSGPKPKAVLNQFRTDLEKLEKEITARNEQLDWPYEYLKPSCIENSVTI
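Hydroperoxide product was detected by ferrous iron/xylenol orange as the 573 to 405 nm absorbance ratio. Arachidonic acid at 40 uM (final) was turned over for 30 min at room temperature by 150 nM human 12hLO, pH 7.0 Hepes buffer, after 15 min compound preincubation.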
BAZ2B inh – BAZ2B (human) inhibition. 360,000 tested, 4.4% active. Potency, µM (titrated, usually from 114 µM), inactives show at the top dose activity change, negative = inhibition, usual class: inhibitors. AlphaScreen BAZ2B-H3K14Ac peptide displacement. Q9UIF8; also: potency is read from the fitted curve at half-maximal effect; % is scaled to controls: 0 for no effect and ±100 for the full control effect; nearly all actives have a fitted effect of over 60% in size
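Multi-concentration screen (max 110 uM) measuring displacement of acetylated histone H3 peptide from BAZ2B by AlphaScreen, using 50 nM protein, 50 nM peptide and 10 ug/mL streptavidin donor plus Ni-chelate acceptor beads.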
JMJD2A Tudor inh – JMJD2A Tudor domain (human) inhibition; Potency, µM (doses to about 114 µM), for the others: top-dose activity change, negative = inhibition, hits mostly inhibitors; O75164; AlphaScreen JMJD2A-Tudor / H3K4me3 peptide binding; 390,000 tested, 4.4% active; also: potency is read from the fitted curve at half-maximal effect; % is scaled to controls: 0 for no effect and ±100 for the full control effect; nearly all actives have a fitted effect of over 50% in size
HP1b binding inh – HP1-beta chromodomain-methylated histone interaction inhibition | Potency, µM (highest dose often 114 µM), inactives show top-dose activity change, negative = inhibition, usual class: inhibitors | AlphaScreen HP1-beta / biotin-H3K9me3 peptide binding | 390,000 tested, 0.56% active; also: potency is read from the fitted curve at half-maximal effect; nearly all actives have a fitted effect of over 70% in size; inactives centre near 23
Target sequence (P83916 whole entry, looked up): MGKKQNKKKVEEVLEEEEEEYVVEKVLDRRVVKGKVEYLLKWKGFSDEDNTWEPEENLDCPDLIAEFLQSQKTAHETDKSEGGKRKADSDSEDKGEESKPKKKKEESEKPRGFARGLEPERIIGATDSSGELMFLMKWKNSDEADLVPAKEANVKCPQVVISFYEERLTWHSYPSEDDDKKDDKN
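AlphaScreen: HP1-beta (50 nM) preformed 30 min with biotin-H3(1-18)K9me3 peptide (50 nM) in PBS pH 7.4, 0.01% Tween-20. Compound added for 30 min at RT, then streptavidin donor/nickel chelate acceptor beads (10 ug/mL) for 30 min.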
G9a inh – G9a (human) methyltransferase inhibition. Q96KQ7. G9a H3K9 monomethylation, AlphaScreen, 2 h. Potency, µM (series often up to 102 µM), for the others: top-dose activity, negative = inhibition, actives largely listed as inhibitors. 350,000 tested, 8.8% active; also: potency is read from the fitted curve at half-maximal effect; % is scaled to controls: 0 for no effect and ±100 for the full control effect; nearly all actives have a fitted effect of over 75% in size
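Enzyme 20 nM + cpd, 15 min RT; add b-H3K9 pep 500 nM / SAM 20 uM; 2 h RT; anti-H3K9me1 Ab 0.5 ug/mL + SA donor / anti-rabbit acceptor beads 20 ug/mL each, 10 min; AlphaScreen read.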
RGS4 inhibitor – inhibitors of human regulator of G protein signaling 4. Potency, µM (series often up to 114 µM), for inactives: at the highest dose activity change, negative = inhibition, most hits filed as inhibitors. P49798. Transcreener GDP fluorescence polarization, RGS4-accelerated GTP hydrolysis. 390,000 tested, 0.039% active. AID 504845; also: potency is read from the fitted curve at half-maximal effect; % is scaled to controls: 0 for no effect and ±100 for the full control effect; nearly all actives have a fitted effect of over 75% in size; some results filed as inactive show a strong effect at the top dose
Target sequence (P49798 whole entry, looked up): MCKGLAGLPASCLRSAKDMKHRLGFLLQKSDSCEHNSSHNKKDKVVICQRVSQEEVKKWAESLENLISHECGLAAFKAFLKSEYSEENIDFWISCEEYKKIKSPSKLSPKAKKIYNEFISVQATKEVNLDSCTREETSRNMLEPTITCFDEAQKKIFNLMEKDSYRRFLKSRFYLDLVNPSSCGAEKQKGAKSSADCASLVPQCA
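MLSMR compounds (23 nl, pin-transferred) preincubated 10 min at room temperature with a 500nM (2x) first reagent, then RGS4 at 900nM (2x) plus Transcreener GDP mix added; fluorescence polarization (620/688 nm) read before and after 90 min at 30 °C.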
PI4K2A block – PI4K2A (human) kinase inhibition; 420,000 tested, 0.13% active; purified PI4K2A, ADP-Glo luminescence, 1 h; stronger effect = lower value; Q9BTU6; AID 1346378; activity change, negative = inhibition, % at 76.9 µM; in the data active = activity change below about -50%; inconclusive = mostly about -30% to -49%;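 also: -100% = wells without enzyme as full effect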
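ADP-Glo luminescence measured ADP generated by PI4K2A enzyme (4 ug/mL before mixing) with 1.2 mM PI substrate (pre-mix) and 300 microM ATP (pre-mix). Tris pH7.5 buffer with MgCl2, Triton X-100; 1 h reaction at ambient temperature.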
GLS inh – glutaminase GLS (human) inhibition; GLS enzymatic activity, qHTS titration; Potency, µM (doses to about 45.5 µM), for the others: at the top dose activity change, negative = inhibition, usual class: inhibitors; 410,000 tested, 0.21% active; AID 624170; also: potency is read from the fitted curve at half-maximal effect; % is scaled to controls: 0 for no effect and ±100 for the full control effect
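Enzyme dispensed in phosphate buffer (45 mM, pH 8.2, 0.02% Tween-20), compounds pinned in, then 1 mM L-glutamine solution and the glutamate oxidase–HRP–Amplex Red mix added; fluorescence read immediately and again after 30 min at room temperature.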
* = called active by the depositor; [ ] = another dose, or the depositor's remark. Unless noted, calls follow the shape of the dose curve; as a rule, active = well fitted curve in the direction sought with a large enough effect; inconclusive = small, poorly fitted or top-dose-only effect, or another doubt; inactive = no such curve, though single readings can be large; an effect the other way counts as inactive or inconclusive. The list is partial; rates above refer to the full screens.

What do the screens show for `CC(C)(C)c1ccc(NC(=O)c2ccc3c(c2)S(=O)(=O)c2ccccc2C3=O)cc1`?
ERG Ets-DNA blk: -3.8%; ALOX12 inh: inconclusive; JMJD2A Tudor inh: -18.3%; HP1b binding inh: 19.5%; RGS4 inhibitor: 21.2%; PI4K2A block: 1.8; GLS inh: -1.0%

How did COc1ccccc1CCC(=O)OC(C)C(=O)Nc1c(C)n(C)n(-c2ccccc2)c1=O (stereo unspecified) do in these assays?
ERG Ets-DNA blk: 7.0%; ALOX12 inh: 8.2%; BAZ2B inh: -5.2%; JMJD2A Tudor inh: -8.3%; HP1b binding inh: 27.7%; G9a inh: -7.9%; RGS4 inhibitor: -1.0%; PI4K2A block: 1.9; GLS inh: 0.3%

What do the screens show for `Cc1cccc(N(CC(=O)NCCSc2ccccn2)S(=O)(=O)c2ccccc2)c1`?
ERG Ets-DNA blk: -7.9%; ALOX12 inh: -18.2%; BAZ2B inh: 5.1%; JMJD2A Tudor inh: -20.1%; HP1b binding inh: 16.2%; G9a inh: 7.5%[59 µM]; RGS4 inhibitor: -9.7%; PI4K2A block: 1.2; GLS inh: 4.1%

What do the screens show for `CCOc1ccc(-c2cc(CCCC(=O)NCCc3ccc(OCC)c(OCC)c3)no2)cc1`?
ERG Ets-DNA blk: -0.3%; ALOX12 inh: -17.6%; BAZ2B inh: -15.2%; JMJD2A Tudor inh: -13.6%; HP1b binding inh: 32.8%[activator]; G9a inh: -3.0%[59 µM]; RGS4 inhibitor: 16.5%; PI4K2A block: -2.0; GLS inh: 1.5%

Results for O=C(CNc1cccc(F)c1)N1CCc2ccccc2C1 ?
ERG Ets-DNA blk: 0.2%; ALOX12 inh: 0.0%; BAZ2B inh: -0.7%; JMJD2A Tudor inh: -0.4%; HP1b binding inh: 25.4%; G9a inh: 7.1%; RGS4 inhibitor: 29.3%; PI4K2A block: 2.0; GLS inh: 24.5%

Results for COc1ccccc1/C=C1\SC(=S)N(NS(=O)(=O)c2ccc(C)cc2)C1=O ?
ERG Ets-DNA blk: 23.8%; ALOX12 inh: 35.5µM*; BAZ2B inh: 50.1µM*; JMJD2A Tudor inh: inconclusive; HP1b binding inh: -17.8%; G9a inh: inconclusive; RGS4 inhibitor: -26.6%; PI4K2A block: -10.9; GLS inh: 10.6%

What do the screens show for `CCS(=O)(=O)c1ccc2oc(SCC(=O)N3CCCCC3)nc2c1`?
ERG Ets-DNA blk: -5.2%; ALOX12 inh: 3.0%; BAZ2B inh: -1.3%; JMJD2A Tudor inh: 12.4%; HP1b binding inh: 25.2%; G9a inh: 26.5%; RGS4 inhibitor: -1.5%; PI4K2A block: 3.2; GLS inh: -1.5%

Results for C/C(CC(=O)Nc1ccc(F)cc1)=N\NC(=O)COc1ccccc1 ?
ERG Ets-DNA blk: -11.8%; ALOX12 inh: -4.9%; BAZ2B inh: -1.1%; JMJD2A Tudor inh: 2.8%; HP1b binding inh: 34.3%; G9a inh: 14.6%; RGS4 inhibitor: -22.1%; PI4K2A block: 2.9; GLS inh: 7.8%

How did CN1CCC(N(C)S(=O)(=O)c2ccc(NC(=O)COc3ccc(F)cc3Cl)cc2)CC1 do in these assays?
ERG Ets-DNA blk: -10.2%; ALOX12 inh: inconclusive; BAZ2B inh: -30.2%; JMJD2A Tudor inh: -8.6%; HP1b binding inh: 21.1%; G9a inh: inconclusive; RGS4 inhibitor: -9.3%; PI4K2A block: -1.8; GLS inh: 1.0%

How did CN(C)c1cccc2c1C(=O)c1ccccc1C2=O do in these assays?
ERG Ets-DNA blk: 3.9%; ALOX12 inh: -16.9%; BAZ2B inh: 8.91µM*; JMJD2A Tudor inh: 44.7µM*; HP1b binding inh: 28.2µM*; G9a inh: 11.2µM*; RGS4 inhibitor: 17.0%; PI4K2A block: -13.4; GLS inh: 3.7%

How did CC(=O)N1CCc2cc(Br)cc(S(=O)(=O)CCC(=O)N3CCN(c4ccc(F)cc4)CC3)c21 do in these assays?
ERG Ets-DNA blk: -0.6%; ALOX12 inh: -20.5%; BAZ2B inh: inconclusive; JMJD2A Tudor inh: -25.9%; HP1b binding inh: 18.0%; G9a inh: -31.6%[59 µM]; RGS4 inhibitor: -0.5%; PI4K2A block: 4.3; GLS inh: 4.3%

Results for CCc1c(C)nc(SCC(=O)NC2CCCC2)[nH]c1=O ?
ERG Ets-DNA blk: -14.7%; ALOX12 inh: 0.2%; BAZ2B inh: 4.5%; JMJD2A Tudor inh: 9.0%; HP1b binding inh: 35.1%; G9a inh: 16.2%; RGS4 inhibitor: 9.6%; PI4K2A block: 8.0; GLS inh: -11.7%

Results for CCCC(c1nnnn1CS(=O)(=O)c1ccc(C)cc1)N1CCN(C2CCCC2)CC1 (stereo unspecified) ?
ERG Ets-DNA blk: -29.8%; ALOX12 inh: inconclusive; BAZ2B inh: -25.0%; JMJD2A Tudor inh: inconclusive; HP1b binding inh: -13.6%; G9a inh: 50.1µM*; RGS4 inhibitor: 11.7%; PI4K2A block: -4.7; GLS inh: 8.0%

What do the screens show for `O=c1ccc(=O)n(-c2ccccc2)[nH]1`?
ERG Ets-DNA blk: 3.1%; ALOX12 inh: 0.0%; BAZ2B inh: -1.2%; JMJD2A Tudor inh: 79.4µM*; HP1b binding inh: inconclusive; G9a inh: 14.1µM*; RGS4 inhibitor: -44.1%; PI4K2A block: 0.5; GLS inh: -6.8%

How did CC(C)Oc1ccc(Cl)cc1Nc1nc(NCCO)nc(N2CCCC2)n1 do in these assays?
ALOX12 inh: -15.0%; JMJD2A Tudor inh: -26.4%; HP1b binding inh: 29.0%; RGS4 inhibitor: -0.2%; PI4K2A block: 2.3; GLS inh: -13.1%

What do the screens show for `CC(=O)Nc1cccc(C(=O)OCc2ccccc2)c1`?
ERG Ets-DNA blk: 4.2%; ALOX12 inh: 7.5%; BAZ2B inh: 29.6%; JMJD2A Tudor inh: -12.9%; HP1b binding inh: 34.9%; G9a inh: inconclusive; RGS4 inhibitor: -7.2%; PI4K2A block: -2.3; GLS inh: -6.6%

How did COc1ccc(NC(=O)Nc2cccc3c2O[C@H](CN(C)S(=O)(=O)c2c(C)noc2C)[C@@H](C)CN([C@H](C)CO)C3=O)cc1 do in these assays?
ERG Ets-DNA blk: -8.1%; ALOX12 inh: 8.8%; JMJD2A Tudor inh: -8.2%; HP1b binding inh: 40.1%; RGS4 inhibitor: -23.2%; PI4K2A block: -0.3; GLS inh: 3.1%

Results for Cn1c(-c2ccccc2)c(/C=N/NC(=O)c2cccnc2)c2ccccc21 ?
ERG Ets-DNA blk: 5.1%; ALOX12 inh: 14.5%; BAZ2B inh: inconclusive; JMJD2A Tudor inh: -23.6%; HP1b binding inh: -25.6%; G9a inh: 35.9%[59 µM]; RGS4 inhibitor: -25.1%; PI4K2A block: 7.8; GLS inh: 5.1%

Results for CN(C)C(=O)N1CCC(C(=O)NCc2cccs2)CC1 ?
ALOX12 inh: 9.0%; BAZ2B inh: 4.1%; JMJD2A Tudor inh: inconclusive; HP1b binding inh: -1.1%; G9a inh: 3.0%[59 µM]; RGS4 inhibitor: 2.5%; PI4K2A block: -3.7; GLS inh: -3.9%

Results for COc1ccc(CC(=O)N2CCC(c3ccccc3)C2)cc1 (stereo unspecified) ?
ERG Ets-DNA blk: -3.7%; ALOX12 inh: -2.7%; BAZ2B inh: -21.4%; JMJD2A Tudor inh: -6.8%; HP1b binding inh: 49.4%[activator]; G9a inh: 10.3%; RGS4 inhibitor: 1.4%; PI4K2A block: 0.1; GLS inh: -0.6%

What do the screens show for `COc1ccc(CNC(=O)CN2CCC(n3nnc4cc(F)ccc43)CC2)cc1`?
ERG Ets-DNA blk: 1.5%; ALOX12 inh: inactive; BAZ2B inh: -37.3%; JMJD2A Tudor inh: -21.4%; HP1b binding inh: 12.2%; G9a inh: -3.4%; RGS4 inhibitor: 0.5%; PI4K2A block: 9.6; GLS inh: 3.0%

Results for Cc1cc(F)ccc1NC(=O)CCSc1nc(-c2ccco2)cc(C(F)(F)F)n1 ?
ERG Ets-DNA blk: 0.9%; ALOX12 inh: -19.7%; BAZ2B inh: -0.7%; JMJD2A Tudor inh: 0.7%; HP1b binding inh: 43.4%[activator]; G9a inh: -3.9%[59 µM]; RGS4 inhibitor: -17.0%; PI4K2A block: -3.3; GLS inh: -2.1%

Results for COC(=O)CN(C(=S)Nc1ccc(Cl)cc1)C1CC(=O)N(c2ccc(OC)cc2)C1=O (stereo unspecified) ?
ERG Ets-DNA blk: 2.6%; ALOX12 inh: inconclusive; BAZ2B inh: -6.5%; JMJD2A Tudor inh: -9.9%; HP1b binding inh: 9.3%; G9a inh: 6.7%[12.7 µM]; RGS4 inhibitor: 4.5%; PI4K2A block: 0.4; GLS inh: 0.3%

Results for Cc1ccc(-c2cc3nc(C)cc(C)n3n2)cc1 ?
ERG Ets-DNA blk: -4.8%; ALOX12 inh: 1.8%; BAZ2B inh: -2.9%; JMJD2A Tudor inh: 0.7%; HP1b binding inh: 0.1%; G9a inh: 2.7%; RGS4 inhibitor: 13.8%; PI4K2A block: -1.9; GLS inh: 1.3%

Bioassay records: PubChem BioAssay, National Center for Advancing Translational Sciences (NCATS)
